TEAD-YAP inh: TEAD-YAP interaction inhibition. inhibition, % at 9.12 µM. hit rate 1.4% among 640,000. AID 1259422. HEK-TIYL cells, TEAD-Gal4/YAP UAS-luciferase luminescence; in the data active = inhibition above about 32%;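 note: 0% = median of test compound wells and 100% = reference inhibitor wells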
GPR151 ag: activators of human GPR151; Q8TDV0; activation, % at 11.2 µM; PathHunter beta-arrestin GPR151 cells, luminescence; hit rate 1% among 650,000; in the data active = activation above about 4.9%;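 note: 0% = median of compound wells and 100% = cells with positive control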
Target sequence (Q8TDV0 whole entry, looked up): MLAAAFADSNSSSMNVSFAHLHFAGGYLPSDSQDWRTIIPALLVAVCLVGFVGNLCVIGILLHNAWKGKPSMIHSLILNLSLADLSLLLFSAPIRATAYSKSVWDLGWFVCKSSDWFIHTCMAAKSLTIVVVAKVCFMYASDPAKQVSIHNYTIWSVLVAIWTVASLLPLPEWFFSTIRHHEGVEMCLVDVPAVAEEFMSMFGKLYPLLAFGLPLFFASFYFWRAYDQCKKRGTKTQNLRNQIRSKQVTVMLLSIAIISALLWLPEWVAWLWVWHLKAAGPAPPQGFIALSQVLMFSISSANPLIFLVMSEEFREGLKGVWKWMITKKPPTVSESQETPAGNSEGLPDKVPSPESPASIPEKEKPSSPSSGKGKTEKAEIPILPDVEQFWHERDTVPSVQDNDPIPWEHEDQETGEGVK
FBW7 activator: human FBW7 E3 ligase activation, primary screen; AlphaScreen FBW7–phospho-cyclin E peptide binding, activator screen; normalized activity (activation), % at 26.1 µM; hit rate 0.13% among 650,000; AID 1259310; in the data active = normalized activity above about 1.9%;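 note: purified mutant Fbw7 with reduced substrate affinity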
MITF primary: blocks human microphthalmia-associated transcription factor | AlphaScreen MITF homodimerization, bead proximity signal | inhibition, % at 2.6 µM | hit rate 0.91% among 650,000; in the data active = inhibition above about 50%;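 note: 0% = vehicle wells with protein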
Target sequence (O75030 whole entry, looked up): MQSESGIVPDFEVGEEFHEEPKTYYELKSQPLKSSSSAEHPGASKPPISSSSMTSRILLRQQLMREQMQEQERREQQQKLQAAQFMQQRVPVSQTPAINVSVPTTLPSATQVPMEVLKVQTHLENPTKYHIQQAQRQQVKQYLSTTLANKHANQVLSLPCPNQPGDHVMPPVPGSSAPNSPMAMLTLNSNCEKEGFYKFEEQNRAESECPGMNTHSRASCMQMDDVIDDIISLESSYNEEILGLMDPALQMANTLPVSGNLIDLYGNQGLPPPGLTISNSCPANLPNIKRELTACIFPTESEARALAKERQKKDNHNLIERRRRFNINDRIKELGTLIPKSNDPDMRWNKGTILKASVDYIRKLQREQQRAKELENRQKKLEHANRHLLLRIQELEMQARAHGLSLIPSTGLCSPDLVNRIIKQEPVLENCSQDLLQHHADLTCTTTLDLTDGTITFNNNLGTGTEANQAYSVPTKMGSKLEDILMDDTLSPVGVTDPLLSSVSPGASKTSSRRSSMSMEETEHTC
Starred values were filed as active, the others as inactive; & = joins results of further samples.

SMILES | TEAD-YAP inh | GPR151 ag | FBW7 activator | MITF primary
COc1cc(=O)n2c(c1C(=O)N(C)Cc1cscn1)CCN(CC1CC=CCC1)CC2 (stereo not given) | 3.7 | -0.8 | 0.0 | -1.0
O=C(CN1C(=O)CC(c2ccco2)Sc2ccccc21)Nc1cccc([N+](=O)[O-])c1 (stereo not given) | -3.2 | -0.2 | 0.0 | 9.1
Cn1c(-c2ccccc2Cl)nn(CN2CCC(C(N)=O)CC2)c1=S | 14.6 | 1.4 | 0.1 | -15.5
CCCCOc1ccc(C2=N/C(=C\c3cccc([N+](=O)[O-])c3)C(=O)O2)cc1 | 0.6 | -0.7 | -0.1 | -1.4
O=C(c1ccc2c(c1)OCCO2)c1sc2ccccc2c1O | -58.7 | -0.7 | 0.2 | 17.6
Cc1ccccc1Nc1ncccc1C(=O)NC1CCCCC1 | -9.4 | 0.8 | 1.1 | -17.7
O=C1[C@@H]2C[C@H](NCc3cccc4cccnc34)CN2C(=O)[C@H]2CCCN12 | -10.1 | -0.6 | 0.0 | -10.4
Cn1cnnc1Sc1nc2c(c(=O)n(C)c(=O)n2C)n1Cc1c(Cl)cccc1Cl | -2.8 | 0.9 | 0.0 | -6.2
Cc1cccc(NNC(=O)/C(=N\O)c2cccs2)c1 | -41.5 | 1.5 | 0.0 | -1.9
COc1cccc(N/C(SC)=C(/C#N)C(N)=O)c1 | 10.1 | -0.7 | -0.1 | -0.9
COC(=O)NCC12CC3CC(CC(C3)C1)C2 | 5.5 | 8.9* | 0.2 | 10.5
CC(=O)Nc1cc2c3c(cccc3c1)C(=O)N(NC(C)=O)C2=O | 15.4 | -1.1 | 0.2 | 18.4
CCc1nn(CC(=O)NC2CCCC2)c(=O)c2cc3sc(C)cc3n12 | -3.6 | 0.1 | 0.0 | 9.7
CC(Oc1ccccc1)C(=O)N/N=C/c1ccc(O)cc1 (stereo not given) | 6.8 | -0.6 | 0.1 | -2.2
CCOc1ccc(C(CC(=O)O)NC(=O)COc2ccccc2)cc1 (stereo not given) | 0.0 | -0.4 | 0.1 | -6.8
CCOC(=O)c1sc2nc(SCc3cccc(Cl)c3)n(Cc3ccco3)c(=O)c2c1C | 5.4 | -0.9 | -0.2 | -8.7
COc1ccc(-n2nnc(-c3nc(-c4ccccc4F)no3)c2N)cc1 | -27.9 | -0.3 | 0.2 | 5.9
CC(=O)Nc1nc(-c2cc(C)ccc2C)cs1 | 13.2 | -0.5 | 0.1 | -9.0
Cn1c(=O)c2c(ncn2CC(=O)N/N=C/c2ccccc2C(=O)O)n(C)c1=O | -5.4 | 0.0 | -0.3 | -12.0
CN1CCN(C(=O)Cn2ncn3nc(-c4ccc(F)cc4)cc3c2=O)CC1 | 0.8 | -0.6 | 0.3 | 11.1
COc1cc(OC)c(C2Nc3cccc4cccc(c34)N2)cc1OC | -6.4 | -1.0 | 2.0* | 11.9
COc1ccc(NC(=O)Nc2nnc(SCc3ccc(F)cc3)s2)cc1 | -9.2 | 1.2 | -0.2 | 3.5
CCOC(=O)/C=C/C(=O)NNC(=O)CCC(=O)Nc1ccc(C)cc1C | 8.3 | 2.1 | 0.2 | 8.3
Cc1nc(=S)[nH]c(C)c1CCC(=O)O | -5.3 | 0.4 | -0.1 | 3.0
CCn1c(SCC(=O)OC)nc2sc3c(c2c1=O)CCC3 | -5.5 | -0.5 | 0.0 | 5.7
CCc1sc(C(=O)NC2=NCCS2)cc1Br | -34.4 | 0.7 | -0.1 | -13.8
Cc1cc(S(=O)(=O)N2CCN(c3ccccc3O)CC2)c(C)s1 | -0.1 | 0.5 | 0.0 | 22.4
Cc1ccc(Cn2c(=N)n(CC(O)c3ccco3)c3ccccc32)cc1 (stereo not given) | 11.1 | 0.0 | -0.2 | -7.7
COc1cc(Nc2nc(NC3CC3)c3ncn(-c4ccsc4)c3n2)cc(OC)c1OC | 34.1* | 2.4 | -0.3 | 2.2
Cc1c(NC(=O)Cc2ccc(Br)cc2)c(=O)n(-c2ccccc2)n1C | 22.7 | -0.9 | 0.0 | 5.1

Random excerpt: 2 records from the list, in no set order.
SMILES | TEAD-YAP inh | GPR151 ag | FBW7 activator | MITF primary
CC(=O)Nc1nc(-c2cc(C)ccc2C)cs1 | 13.2 | -0.5 | 0.1 | -9.0
COc1ccc(NC(=O)Nc2nnc(SCc3ccc(F)cc3)s2)cc1 | -9.2 | 1.2 | -0.2 | 3.5

Later entries
SMILES | TEAD-YAP inh | GPR151 ag | FBW7 activator | MITF primary
CCN1C(=O)/C(=C/c2ccc(OCC(=O)O)c(Cl)c2)NC1=S | 5.5 | 1.0 | 0.1 | 16.5
NC(=O)C1CCN(C(=O)Nc2ccc(Cl)cc2)CC1 | -9.6 | -0.7 | -0.2 | 10.8
CCC(C(=O)NCCOC)n1c(C)c2cnn(-c3ccccc3)c(=O)c2c1C (stereo not given) | 2.1 | 0.4 | 0.0 | 14.7
O=C1CC(/C=C/c2ccccc2)(C(=O)NCC2CCCO2)N1c1ccc(Cl)cc1 (stereo not given) | 6.2 | -1.4 | -0.2 | -12.1
NC(=O)c1ccc(Nc2nc(=S)[nH]c3ccccc23)cc1 | -7.3 | -1.3 | 0.1 | -1.7
CCOC(=O)c1sc(NC(=O)C2C3C=CC(C3)C2C(=O)O)nc1C (stereo not given) | -10.0 | 0.3 | -0.1 | 1.4
CSc1nnc(CCNC(=O)NC2CCCCC2)n1C(C)C | 10.3 | 0.1 | 0.0 | 10.6
COc1cccc(C(=O)NNC(=O)COc2ccc(Cl)cc2C)c1 | 3.6 | 0.2 | 0.3 | 15.6
O=C1CC2(CCN(C(=O)c3cccc([N+](=O)[O-])c3)CC2)Oc2ccccc21 | 0.8 | -1.2 | 0.0 | -2.7
Cc1cc(-c2ccccc2)n(-c2cc(N3CCOCC3)ncn2)n1 | -6.4 | 1.5 | 0.1 | 7.5
Cc1cc(C)nc(SCC(=O)N2c3ccccc3CCc3ccccc32)n1 | 0.8 | -0.3 | 0.0 | 1.8
Cc1cc(=O)[nH]c(-n2[nH]c(C)c(CCO)c2=O)n1 | 3.3 | 0.0 | -0.1 | 13.7
CCOc1ccc(/C(O)=C2/C(=O)C(=O)N(Cc3cccnc3)C2c2cccc(Oc3ccccc3)c2)c(C)c1 (stereo not given) | 6.8 | -0.7 | 0.3 | 20.5
N#Cc1c(-c2ccco2)c2c([nH]c1=S)CCCC2=O | 2.5 | 1.9 | 0.1 | 36.7
CCOc1ccc(-n2c(=S)sc3c(=O)n(-c4ccc(C)cc4)c(SCc4ccccc4C)nc32)cc1 | -10.0 | -0.5 | 0.3 | 13.0
Cc1cccc(N2C(=O)CC(N3CCC(C(N)=O)CC3)C2=O)c1 (stereo not given) | -6.3 | -0.7 | 0.0 | -4.0
CC12C=CC(C)(O1)C1C(=O)N(c3ccccc3-c3ccccc3)C(=O)C12 (stereo not given) | 18.1 | -2.0 | 0.1 | 8.8
CC(=O)Oc1ccc(C2(c3ccc(OC(C)=O)cc3)c3ccccc3C(=O)N2c2ccccc2)cc1 | 9.4 | -1.4 | 0.0 | 8.2
O=C(c1nc(-c2ccc(Cl)cc2)n2c1CCCCC2)N1CCN(c2ncccn2)CC1 | 4.5 | 0.8 | -0.2 | 7.8
O=C(/C=C/c1cccc(O)c1)c1ccc(S(=O)(=O)N2CCCC2)cc1 | 8.3 | 4.2 | 0.1 | 4.6
COc1cc(/C=C(/C#N)C(N)=O)ccc1OCc1cccc(Cl)c1 | -48.1 | -0.8 | 0.0 | 10.7
COc1ccc(Br)cc1/C=C1\N=C(c2cccc(C)c2)OC1=O | 5.0 | 3.3 | 0.2 | 8.2
Cn1c(=O)c2c(nc3n(-c4ccccc4)c(-c4cccs4)cn23)n(C)c1=O | 7.2 | 0.7 | -0.1 | -2.7
CCN1C2=C(C(=O)CC(C)(C)C2)C(c2ccc(OC)cc2)C2=C1CC(C)(C)CC2=O | -3.4 | -1.0 | 0.3 | 16.2
CCOC(=O)C1=C(O)/C(=C/c2cccc([N+](=O)[O-])c2)N=C1C | -5.5 | 1.0 | -0.2 | -0.9
O=C(NCCc1ccccc1)c1ccc2nc3sc4c(c3c(=O)n2c1)CCCC4 | 4.5 | -0.2 | 0.1 | 9.5
COc1ccc(C(=O)Nc2c3c(nn2-c2ccc(C)cc2C)CSC3)cc1 | -0.3 | 4.3 | 0.0 | -8.0
CCCNC(=O)c1ccc2nc(-c3cccc(C(C)=O)c3)sc2c1 | -20.8 | 0.5 | 0.1 | -10.6
O=C(Cn1c(=O)oc2cc(Cl)ccc21)NCCN1CCCc2ccccc21 | -1.1 | 0.1 | 0.1 | 0.8
CCC(C)c1ccc(N2C(=O)c3ccccc3NC2c2ccc(F)cc2)cc1 (stereo not given) | -10.8 | 1.9 | -0.1 | 5.3
Cc1cc(O)c(C(=O)/C=C/c2cc(Br)ccc2O)c(=O)o1 | 9.7 | -0.9 | 0.1 | 19.8
COc1ccc2cc(C(c3nnnn3C3CCCC3)N3CCOCC3)c3nnnn3c2c1 (stereo not given) | 5.2 | 0.8 | 0.0 | 8.3
COc1ccc(CN2CCN(c3ncccn3)CC2)cc1OC | 2.8 | 0.8 | 0.0 | 32.8
CCCOc1ccc(C2C(C(=O)OC)=CN(C(C)C)C=C2C(=O)OC)cc1 | 5.0 | -0.4 | 0.1 | -3.2
N#Cc1ccc(-c2cccs2)nc1SCc1ccccn1 | 12.7 | -0.5 | 0.6 | 11.9
Cc1cc2c(cc3c(=O)n(CC(=O)NCc4cccs4)nc(C)n32)s1 | -5.9 | 0.5 | -0.1 | 2.6
Cc1cnc(Nc2cnccn2)nc1NCc1ccccc1 | 18.3 | -0.4 | 0.2 | 10.8
Cc1ccc2c(c1)CN(CCC(=O)N(Cc1c(C)nn(C)c1C)C(C)C)CC(C)O2 (stereo not given) | 6.4 | -1.0 | -0.1 | 7.4
CCOc1cc(CNCCO)ccc1OCC(=O)NC(C)(C)C | -0.1 | -0.6 | 0.0 | -2.9
Cc1cc(=O)[nH]c(SCc2nc3sccn3c2Br)n1 | -10.5 | 2.0 | -0.1 | 4.9
CC(C)c1[nH]nc2c1C(c1ccc3c(c1)OCO3)C(C#N)=C(N)O2 (stereo not given) | -3.3 | 1.0 | 0.0 | 4.7
COc1ccc(/C(O)=C2\C(=O)C(=O)N(c3ccccn3)C2c2ccc(Cl)cc2)cc1 (stereo not given) | -1.8 | -1.2 | 0.0 | 8.5
COC(=O)C1=C(C)N(C)C(=O)C1 | -3.6 | 0.6 | 0.2 | 6.7
CC1CCCCC1NC(=O)c1nnc(Cc2ccc(F)cc2)o1 (stereo not given) | 4.0 | -1.9 | 0.0 | 3.5
CCN(C(=O)c1cc(C(=O)OC)cc([N+](=O)[O-])c1)c1ccccc1C | 6.4 | 0.4 | -0.1 | 49.1

By substructure, the compounds so far containing a nitro group on carbon (5)
SMILES | TEAD-YAP inh | GPR151 ag | FBW7 activator | MITF primary
O=C(CN1C(=O)CC(c2ccco2)Sc2ccccc21)Nc1cccc([N+](=O)[O-])c1 (stereo not given) | -3.2 | -0.2 | 0.0 | 9.1
CCCCOc1ccc(C2=N/C(=C\c3cccc([N+](=O)[O-])c3)C(=O)O2)cc1 | 0.6 | -0.7 | -0.1 | -1.4
O=C1CC2(CCN(C(=O)c3cccc([N+](=O)[O-])c3)CC2)Oc2ccccc21 | 0.8 | -1.2 | 0.0 | -2.7
CCOC(=O)C1=C(O)/C(=C/c2cccc([N+](=O)[O-])c2)N=C1C | -5.5 | 1.0 | -0.2 | -0.9
CCN(C(=O)c1cc(C(=O)OC)cc([N+](=O)[O-])c1)c1ccccc1C | 6.4 | 0.4 | -0.1 | 49.1

Continuation:
SMILES | TEAD-YAP inh | GPR151 ag | FBW7 activator | MITF primary
O=C(Nc1ccc(NC(=O)c2ccccc2I)cc1)c1cccs1 | -20.3 | -1.2 | 0.0 | -19.6
O=C1c2ccccc2C(=O)N1CN(Cc1cccs1)CN1C(=O)c2ccccc2C1=O | -6.0 | -0.3 | -0.1 | -12.8
O=C1C(=O)N(Cc2cccnc2)C(c2cccc([N+](=O)[O-])c2)/C1=C(/O)c1ccc(F)cc1 (stereo not given) | 0.0 | 1.6 | 0.2 | 14.8
CC(=O)N1C(C(=O)NCCC(C)C)CSC12CCN(C)CC2 (stereo not given) | 8.4 | 0.5 | -0.1 | 7.8
CCC(C(=O)N(CC)CC)n1nc(C)c2sc3ccccc3c2c1=O (stereo not given) | 3.7 | 0.0 | 0.3 | 11.8
CCN(CC)C(=O)c1sc(NC(=O)c2ccc([N+](=O)[O-])c(C)c2)c(C(=O)OC)c1C | 13.1 | 2.8 | 0.0 | 8.9
COc1ccc(C(C)(C)C)cc1NC(=O)COC(=O)c1cc(=O)c2ccccc2o1 | -7.9 | -1.6 | 0.0 | -3.1
COc1ccc(C2=NC(c3cccc(F)c3)NC(c3cc(Cl)ccc3O)C2)cc1 (stereo not given) | -3.3 | -1.4 | 0.1 | 4.1
CSc1ccc(S(=O)(=O)N(CC(=O)NC(C)c2ccccc2)c2ccc(C)cc2)cc1 (stereo not given) | -0.1 | -0.2 | -0.2 | 4.5
O=C(NCc1ccc(Cl)cc1)C1CC1c1ccccc1 (stereo not given) | -10.4 | -0.4 | -0.2 | 5.1
COc1ccccc1OCCNC(=O)c1ncn[nH]1 | 3.6 | -1.7 | 0.0 | 18.4
CC(=O)Nc1ccc(NC(=O)c2ccc(F)cc2)nc1 | -25.6 | -0.1 | 0.1 | 5.5
CCCCCCC1COC(c2ccc(Br)cc2)OC1 (stereo not given) | 5.3 | 0.2 | -0.1 | -1.9
CC(=O)O[C@@H]1CC2C(C)(C)[C@H](O)CC[C@]2(C)C2CC[C@@]3(C)[C@H](c4ccoc4)OC(=O)C4OC43[C@@]21C (stereo not given in full) | 9.9&8.6 | 1.8&-1.6 | 0.2&0.1 | 17.3&5.8
COc1ccc(/C=C(/NC(=O)c2ccc(C(C)(C)C)cc2)C(=O)O)cc1 | 0.4 | -1.8 | 0.3 | 17.4

High-throughput results from PubChem.
